Rin1 Abl inh: blocks binding of human Rin1 to Abl | TR-FRET Rin1/Abl binding, biochemical | inhibition, % at 7.35 µM | 0.4% of 360,000 active; in the data active means inhibition above about 5%, passing the limit was not always enough
Neddyl block: inhibitors of human cullin neddylation; P61081+Q13564; TR-FRET cullin neddylation, biochemical; calls only at 25 µM; 0.58% of 360,000 active; AID 651699; in the data active means inhibition above about 36%
Target sequence (P61081 whole entry, looked up): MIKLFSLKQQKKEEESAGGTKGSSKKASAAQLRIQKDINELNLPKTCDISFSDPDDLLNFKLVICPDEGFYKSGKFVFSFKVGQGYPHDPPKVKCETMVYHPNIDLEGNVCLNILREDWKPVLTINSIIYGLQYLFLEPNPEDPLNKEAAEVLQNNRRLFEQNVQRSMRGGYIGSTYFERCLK
Target sequence (Q13564 whole entry, looked up): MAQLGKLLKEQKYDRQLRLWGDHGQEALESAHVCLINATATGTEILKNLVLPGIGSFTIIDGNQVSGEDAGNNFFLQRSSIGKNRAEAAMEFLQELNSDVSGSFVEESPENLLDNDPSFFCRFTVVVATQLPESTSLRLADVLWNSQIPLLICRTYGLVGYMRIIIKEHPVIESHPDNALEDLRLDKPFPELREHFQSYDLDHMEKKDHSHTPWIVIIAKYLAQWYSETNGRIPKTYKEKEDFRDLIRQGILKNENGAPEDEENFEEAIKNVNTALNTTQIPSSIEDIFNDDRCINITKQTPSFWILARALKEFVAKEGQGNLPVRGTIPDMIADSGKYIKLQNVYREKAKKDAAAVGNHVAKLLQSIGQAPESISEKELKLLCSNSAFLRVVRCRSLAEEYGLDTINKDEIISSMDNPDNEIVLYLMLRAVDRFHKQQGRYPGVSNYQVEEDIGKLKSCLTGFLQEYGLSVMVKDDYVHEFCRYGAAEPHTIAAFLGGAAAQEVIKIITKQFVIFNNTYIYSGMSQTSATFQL
CSN deneddyl inh: CSN deneddylation inhibition. Q92905. Purified CSN, SCF-Nedd8-OG deneddylation, fluorescence polarization. inhibition, % at 12.5 µM. 0.38% of 360,000 active;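 active means pattern-corrected inhibition above about 35%, with an unprinted fluorescence ratio check between 0.5 and 1.5, limit read from the data, passing the limit was not always enough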;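 further: 0% = enzyme with substrate and 100% = substrate without enzyme; some results filed as inactive read as strong as hits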
Target sequence (Q92905 whole entry, looked up, one chain of several): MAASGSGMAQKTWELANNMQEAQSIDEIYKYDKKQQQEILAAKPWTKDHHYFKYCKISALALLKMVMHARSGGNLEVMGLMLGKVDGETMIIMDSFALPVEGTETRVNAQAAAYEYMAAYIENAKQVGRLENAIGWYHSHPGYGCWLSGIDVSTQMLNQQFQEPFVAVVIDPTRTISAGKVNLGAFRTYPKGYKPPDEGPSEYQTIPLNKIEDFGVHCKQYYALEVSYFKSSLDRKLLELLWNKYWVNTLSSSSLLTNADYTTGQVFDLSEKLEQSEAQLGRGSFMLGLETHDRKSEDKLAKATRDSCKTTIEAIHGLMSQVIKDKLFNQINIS
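assay system = purified human Csn5 enzyme expressed in HEK293T cells | amount = 0.24 nM enzyme | buffer or medium = Tris/NaCl/DTT buffer, pH 7.5 | reagent = 10 nM SCFSkp2-Nedd8OG | compound = one concentration, 12.5 µM, 0.25% DMSO | times = 90 min reaction at room temperature | signal = FP | read-out basis = % inhibition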
Rpn11 block: Rpn11 (human) deubiquitinase inhibition; calls only at 20 µM; 0.59% of 360,000 active; human 26S proteasome, Ub4-pepOG fluorescence polarization; 20S core pre-blocked with epoxomicin;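 active means inhibition at 20 µM, scaled to each plate's controls, above about 33%, limit read from the data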
SKN-1 inh: C. elegans SKN-1 inhibition | C. elegans VP596 Pgst-4::GFP/RFP ratio, acrylamide-induced, 24 h | AID 624304 | inhibition, % at 21.8 µM | 0.49% of 360,000 active;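 active means interference check ratio from 0.5 to 1.5 plus GFP to RFP signal ratio inhibition reaching or exceeding a fixed threshold, cut at about 30% in these data, passing the limit was not always enough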; further: some compounds called inactive have numbers as strong as hits
NadD inh: inhibitors of Staphylococcus aureus NadD | purified NadD enzyme, colorimetric absorbance read-out | inhibition, % at 20 µM | 0.78% of 360,000 active | AID 602399; in the data active means inhibition above about 26%; further: some compounds past the cut are filed as inactive
FAS TE block: blocks the thioesterase domain of human fatty acid synthase; P49327; recombinant FAS-TE, OMFH fluorogenic substrate, fluorescence endpoint; inhibition, % at 15 µM; 0.67% of 360,000 active;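 active means compounds whose normalised, plate-corrected inhibition of enzyme fluorescence in the single-dose primary screen is 50% or more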;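 further: 0% = DMSO with enzyme and 100% = substrate without enzyme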
MT1-MMP act inh: MT1-MMP (human) activation inhibition; P50281; HT1080 RFP-PRO-GFP cells, GFP/RFP ratio fluorescence, overnight; percent of plate control window, DMSO zero; GFP/RFP ratio change, % at 20 µM; 0.061% of 360,000 active;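 active means GFP/RFP ratio change of at least 30% with cell ATP level not reduced by more than half and red fluorescence within 50% of control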; further: strong numbers were not always called active
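Test system: HT1080 cells expressing an RFP-PRO-GFP fluorescent reporter construct / Compound dosing: single-point 20 µM compound, 1% DMSO / Schedule: cells overnight before dosing, compound overnight, 37 °C, 5% CO2 / Evaluation: GFP/RFP fluorescence ratio / Control set: DMSO and RFP-L50D-GFP cell wells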
PABP1 MLLE inh: inhibitors of microRNA-mediated deadenylation, human PABP1 MLLE binding. GST-MLLE / FITC-PAM2 fluorescence polarization. inhibition, % at 20 µM. 0.36% of 360,000 active. AID 588489; in the data active means inhibition above about 35%, passing the limit was not always enough;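 further: plate controls were DMSO wells with GST-MLLE for no effect and wells lacking GST-MLLE protein for full effect; some results filed as inactive read as strong as hits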
* marks the source's active call; other numbers are inactive results; i = inactive; nt = no result given.

SMILES | Rin1 Abl inh | Neddyl block | CSN deneddyl inh | Rpn11 block | SKN-1 inh | NadD inh | FAS TE block | MT1-MMP act inh | PABP1 MLLE inh
CS(=O)(=O)c1cnc2c(-c3ccsc3)cnn2c1N | 2.7 | i | -3.2 | i | -0.6 | 2.8 | -3.4 | 1.9 | 24.9
O=C(CN1CCN(Cc2ccc(Cl)cc2)CC1)N/N=C/C=C/c1ccccc1[N+](=O)[O-] | -1.4 | i | -8.0 | i | 5.0 | 8.9 | 2.1 | 0.0 | -1.5
O=C(OCC(=O)N1CCc2ccccc21)c1ccccn1 | -2.4 | i | 3.6 | i | 8.3 | 4.3 | -7.4 | -9.6 | -5.9
O=C(Cc1ccccc1)N1CCN(C(=O)c2cccs2)CC1 | -0.4 | i | -4.5 | i | -2.6 | 3.6 | -8.9 | 0.3 | -5.6
CCC[C@@H]1CCCC/C=C\CCCC(=O)OCCN1C(=O)OC(C)(C)C | -1.4 | i | -0.5 | i | -2.4 | 1.6 | 15.3 | -1.7 | 3.2
CC1CCN(C(=O)C2CCC(CNS(=O)(=O)c3cccc4cccnc34)CC2)CC1 (configuration not stated) | 2.8 | i | -0.4 | i | -16.0 | 4.7 | -2.6 | -2.7 | -6.6
CCOc1ccc(CCNC(=O)C2CCN(c3nn4c(=O)cc(C)nc4s3)CC2)cc1 | 0.0 | i | -3.0 | i | 25.4 | 4.1 | -6.5 | 6.4 | 5.6
CS(=O)(=O)c1ccc(N2CCN(S(=O)(=O)c3cccs3)CC2)c([N+](=O)[O-])c1 | 0.5 | i | 7.1 | i | 2.5 | 1.7 | 3.2 | -2.2 | -1.9
CC(=O)c1cccc(NC(=O)c2ccc(-c3c(C)noc3C)c3ccoc23)c1 | -1.9 | i | 0.5 | i | 4.6 | -9.6 | 10.5 | 13.9 | -4.5
CC(=O)c1cccc(NC(=O)C2=CC(c3ccco3)=NS(=O)(=O)N2C)c1 | 0.1 | i | 2.1 | i | -2.0 | -0.7 | -9.1 | 2.1 | -15.1
CC(=O)/C(=C/Nc1ccc(Oc2ccccc2)cc1)c1ccccc1 | -4.4 | i | 3.1 | i | 15.6 | -2.7 | 14.4 | -2.7 | -11.8
c1ccc(CNc2ncnc3c2ncn3C2CCCCO2)cc1 (configuration not stated) | 0.8 | i | 3.0 | i | 10.2 | 2.5 | -4.7 | -1.9 | -5.1
CCCC(=O)N1c2ccccc2C(N(C(C)=O)c2ccccc2)CC1C (configuration not stated) | 2.4 | i | -2.8 | i | -15.1 | -1.1 | -8.1 | 6.8 | -2.1
CCOC(=O)CCS(=O)(=O)c1ccc(-c2ccc(S(=O)(=O)CCC(=O)OCC)cc2)cc1 | 4.4 | i | 4.2 | i | 5.5 | -0.8 | -6.8 | 3.9 | -1.7
N=C(N)SCc1cccc2ccccc12 | -3.0 | i | -0.7 | i | -44.1 | -5.8 | -24.8 | 2.2 | -4.6
COCP(=O)(c1ccccc1)c1ccccc1 | 2.7 | i | 0.3 | i | 1.3 | 3.5 | -7.3 | 3.0 | -1.4
CC(=O)Nc1ccccc1Oc1ccccc1 | 3.2 | i | -1.2 | i | -9.9 | -3.3 | -3.2 | 2.7 | -18.8
Cc1ccc(-n2nnnc2Sc2nc([N+](=O)[O-])nn2C)c(C)c1 | 3.2 | i | 9.4 | i | 20.5 | -7.3 | 1.1 | -3.5 | -4.2
CCC(C)c1ccc(NC(=O)c2cccs2)cc1 (configuration not stated) | 0.0 | i | 0.8 | i | 14.0 | -5.6 | 18.2 | 0.7 | -11.3
CC(C)(C)NC(=O)NC(=O)CN1CCCCCCC1 | -0.1 | i | -5.6 | i | 41.0 | -6.4 | -7.2 | -2.2 | -4.9
COc1ccc(S(=O)(=O)N/N=C\c2ccc3c(c2)OCO3)cc1 | -3.1 | i | 0.0 | i | 23.6 | -1.6 | -3.1 | 6.3 | -39.9
O=CN1Cc2ccccc2-c2ccccc2C1 | 0.5 | i | -0.7 | i | -1.0 | -6.0 | -6.9 | 0.9 | -8.1
Cc1cccc(NC(=O)CN2C(=O)CSC2=O)c1 | 1.2 | i | -5.5 | i | -8.6 | -2.9 | -4.2 | -0.5 | 14.0
Cc1cccc(C)c1NC(=O)CSc1nnc(C)c(=O)[nH]1 | -4.0 | i | -1.9 | i | -2.8 | -0.5 | -8.4 | 1.7 | 25.7
CCOC(=O)c1[nH]c2ccc(OC)cc2c1NC(=S)N1CCN(c2cccc(C)c2C)CC1 | -0.8 | i | -9.1 | i | 8.7 | 5.6 | 25.7 | -6.7 | -7.1
SMILES | Rin1 Abl inh | Neddyl block | CSN deneddyl inh | Rpn11 block | SKN-1 inh | NadD inh | FAS TE block | MT1-MMP act inh | PABP1 MLLE inh
CCCn1c(N)c(N2CCCCC2)c(=O)n(CC(=O)Nc2ccc(C(C)=O)cc2)c1=O | 2.7 | i | -0.1 | i | -10.3 | -0.4 | -0.5 | -2.7 | -0.8
CCOc1ccccc1NC(=O)Nc1ccc(CC#N)cc1 | -1.4 | i | 3.0 | i | -3.1 | -7.0 | 2.2 | -1.2 | -1.4
COc1ccc(C2(CNC(=O)c3ccccc3)CCCC2)cc1OC | 0.8 | i | 3.1 | i | 11.1 | 1.6 | -5.0 | 0.1 | 3.9
O=C(Cn1cnc2c(nnn2-c2ccc(F)cc2)c1=O)N1CCCc2ccccc21 | -2.6 | i | -0.7 | i | 12.1 | -3.0 | 6.5 | -4.3 | -1.6
COc1ccc(C)c2sc(N(CCN(C)C)C(=O)c3ccc(S(=O)(=O)N(C)c4ccccc4)cc3)nc12 | -1.2 | i | 3.2 | i | 2.3 | 7.0 | 22.3 | 4.4 | 1.1
CCOC(=O)N1CCN(C2CC(=O)N(c3ccc(Cl)c(Cl)c3)C2=O)CC1 (configuration not stated) | -2.5 | i | -2.1 | i | 10.4 | 2.6 | -2.7 | 9.0 | 2.5
O=c1ccn([C@@H]2O[C@H](CNCc3ccc(-c4cc(C(F)(F)F)ccc4Cl)o3)[C@@H](O)[C@H]2O)c(=O)[nH]1 | -3.9 | i | -2.9 | i | -3.4 | 1.1 | -6.5 | 3.0 | 2.3
COc1cc(C(=O)Oc2ccccc2/C=N/NC(=O)c2ccc(Cl)cc2)cc(OC)c1OC | -2.5 | i | -7.7 | i | -2.7 | 22.9 | 54.2* | -6.7 | 0.6
CCCn1c(=O)c(C(=O)Nc2ncccc2C)c(O)c2ccccc21 | 0.1 | i | 2.3 | i | 10.1 | 14.2 | 2.2 | 3.5 | 10.0
CN(C)S(=O)(=O)c1ccc(N2CCCC2)c(C(=O)Nc2ccccc2OC(F)F)c1 | -0.5 | i | -10.6 | i | -12.9 | -1.5 | 5.4 | -1.5 | -32.2
CCOC(=O)C1=CN(Cc2ccco2)S(=O)(=O)NC1CC (configuration not stated) | -0.1 | i | 5.0 | i | 0.7 | 0.3 | -8.6 | -4.2 | 3.6
CCOC(=O)c1[nH]c(C)c(C(=O)N2CCc3ccccc32)c1C | 0.4 | i | -0.4 | i | -31.1 | -10.3 | -5.5 | 0.5 | 2.8
COc1ccc(NC(=O)CS(=O)(=O)c2cccc(Cl)c2)cc1 | 6.0 | i | 3.4 | i | -7.7 | 1.0 | -1.5 | 0.8 | 1.5
Cc1nn(C(C)CC(=O)O)c(C)c1Br (configuration not stated) | -3.0 | i | 3.8 | i | 1.4 | -0.9 | -7.1 | 5.6 | -5.5
CN(C)S(=O)(=O)c1cc(NC(=O)COC(=O)Cc2ccc(Cl)cc2Cl)ccc1Cl | 0.6 | i | 5.7 | i | 1.5 | -7.8 | -8.1 | 2.6 | 1.0
COc1ccc(-c2nc(-c3ccc4c(c3)OCO4)[nH]c2-c2ccc(OC)cc2)cc1 | -2.1 | nt | -1.9 | i | 6.0 | 26.9 | 32.5 | 6.9 | -6.0
O=C(NC1CCN(Cc2ccc(Cl)c(Cl)c2)CC1)c1ccccc1 | -0.9 | i | -3.4 | i | 19.0 | -8.2 | 3.6 | 1.8 | 7.0
CC(NC(=O)c1cn(C)c2ccc(S(=O)(=O)N3CCCC3)cc2c1=O)c1ccccc1 (configuration not stated) | -2.8 | i | 10.0 | i | 14.2 | -6.5 | 7.4 | 1.6 | -1.7
COc1ccc(S(=O)(=O)NCCSCc2ccccc2C)cc1Br | -1.9 | i | 2.8 | i | 1.6 | -2.0 | 26.8 | -1.5 | 30.2
O=c1oc(CCCO)cc2ccc(C#Cc3cccnc3)cc12 | 2.5 | i | -4.5 | i | 6.9 | -0.4 | -8.0 | 1.7 | 15.0
Cc1csc(=O)n1CC(=O)OC(C)C(=O)Nc1ccc(N(C)C)cc1 (configuration not stated) | -1.2 | i | 3.8 | i | -0.4 | -3.6 | -6.9 | 17.2 | -11.3
O=C(C(=O)N1CCOCC1)c1cn(CC(=O)N2CCCCC2)c2ccccc12 | 6.2 | i | -4.3 | i | -3.9 | -4.7 | 3.8 | -1.4 | -7.7
Cc1cccnc1CNC(=O)C1(C)CCCN1CC(C)C (configuration not stated) | -1.0 | i | 3.5 | i | 2.3 | 3.7 | -4.3 | 0.8 | 12.2
O=C(CSc1nnc2ccccn12)N1CCc2ccccc2C1 | 0.8 | i | 1.4 | i | 4.0 | 4.7 | -5.1 | -0.2 | -14.9
CC(=O)c1ccc(N2CCN(S(=O)(=O)c3ccc4c5c3CC(=O)N5CC(C)S4)CC2)cc1 (configuration not stated) | -1.2 | i | 1.3 | i | 10.3 | 14.3 | 18.8 | -12.3 | 2.6
SMILES | Rin1 Abl inh | Neddyl block | CSN deneddyl inh | Rpn11 block | SKN-1 inh | NadD inh | FAS TE block | MT1-MMP act inh | PABP1 MLLE inh
O=C(c1ccccc1F)N(Cc1cccs1)C1CCS(=O)(=O)C1 (configuration not stated) | 1.5 | i | 2.5 | i | -12.4 | -1.2 | -4.2 | 1.4 | 2.9
COc1ccc(-n2nc3c(c2NC(C)=O)CS(=O)(=O)C3)cc1 | 6.8 | i | 0.6 | i | 9.3 | -4.8 | -8.0 | -1.0 | -8.1
COc1ccc(CN2CCN(CCCc3ccccc3)C(CCO)C2)cc1OC (configuration not stated) | -3.6 | i | 4.4 | i | 3.2 | -0.5 | -2.6 | -0.2 | -6.0
CC(Sc1nc2cc([N+](=O)[O-])ccc2n1-c1cccc(C(F)(F)F)c1)C(=O)NC(N)=O (configuration not stated) | 1.5 | i | 0.9 | i | -2.8 | 3.5 | -2.2 | 7.4 | -117.0
CCCCC(=O)OCCNC(=O)c1cc2ccccc2oc1=O | -2.4 | i | -6.9 | i | -9.1 | -2.4 | 3.6 | nt | 2.3
COc1ccc(S(=O)(=O)N2CCN(Cc3cccc(F)c3)CC2)cc1 | 2.5 | i | 7.6 | i | -21.6 | -4.5 | 9.6 | -0.5 | 13.0

Filtered by structure, the compounds so far containing a furan ring, fused or not.
SMILES | Rin1 Abl inh | Neddyl block | CSN deneddyl inh | Rpn11 block | SKN-1 inh | NadD inh | FAS TE block | MT1-MMP act inh | PABP1 MLLE inh
CC(=O)c1cccc(NC(=O)c2ccc(-c3c(C)noc3C)c3ccoc23)c1 | -1.9 | i | 0.5 | i | 4.6 | -9.6 | 10.5 | 13.9 | -4.5
CC(=O)c1cccc(NC(=O)C2=CC(c3ccco3)=NS(=O)(=O)N2C)c1 | 0.1 | i | 2.1 | i | -2.0 | -0.7 | -9.1 | 2.1 | -15.1
O=c1ccn([C@@H]2O[C@H](CNCc3ccc(-c4cc(C(F)(F)F)ccc4Cl)o3)[C@@H](O)[C@H]2O)c(=O)[nH]1 | -3.9 | i | -2.9 | i | -3.4 | 1.1 | -6.5 | 3.0 | 2.3
CCOC(=O)C1=CN(Cc2ccco2)S(=O)(=O)NC1CC (configuration not stated) | -0.1 | i | 5.0 | i | 0.7 | 0.3 | -8.6 | -4.2 | 3.6

Screening data (PubChem BioAssay)
